High-throughput results from PubChem.
proKLK7 act: proKLK7 zymogen activators, primary screen, biochemical, fluorescence intensity. Kallikrein-7 (Homo sapiens), P49862. purified proKLK7, EDANS-DABCYL substrate fluorescence; 100% is mature enzyme control, 0% vehicle. activation, % at 7 µM. hit rate 0.9% among 370,000;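 active = activation above the mean of all tested compounds plus 3 SD, computed per campaign excluding outliers beyond control limits, cut at about 13% in these data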
ARFGAP1 inhibitor: inhibitors of rat ARFGAP1 GAP activity, primary screen, biochemical, fluorescence polarization, GDP tracer. Arfgap1-stimulated ARF1 GTP hydrolysis, GDP FP detection. inhibition, % at 16.5 µM. hit rate 0.26% among 360,000;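 active = inhibition above a per-plate limit, mean inhibition of low control wells plus 3 SD, cut at about 25% in these data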;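 also: 0% = DMSO wells with enzyme and 100% = wells lacking Arfgap1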
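Material: rat Arfgap1 GAP domain (His6, aa 1-136), purified enzyme. Also added: human ARF1(Δ1-17)-GTP substrate. Compound dosing: 16.5 µM single point, 1.26% DMSO. Timing: enzyme reaction 120 min at 25 °C after 20 min preincubation. Signal: GDP detection by fluorescence polarization. Read-out basis: percent inhibition of GAP-stimulated GDP formation, scaled between DMSO and no-Arfgap1 medians.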
DDE Tn7 FP inh: inhibitors of Tn7 peptide binding to fibrin DD(E), primary screen, biochemical, fluorescence polarization, human fibrin, Tn7 probe; Fibrinogen beta chain (Homo sapiens), P02675; FP displacement of FITC-Tn7 peptide from fibrin DD(E); 0% = median of compound wells per plate; inhibition, % at 8.3 µM; hit rate 0.13% among 370,000; AID 720508, 2013;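 active = inhibition above the mean of compounds falling within the control limits plus 3 SD of them, cut at about 14% in these data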;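 also: 0% = plate median of compound wells and 100% = 10 µM Aha-Tn7 peptide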
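System: human fibrin DD(E); quantity: Fibrin-DD(E) at 2 µM final; also added: fluorescent Tn7 probe at 0.1 µM; compound dosing: single nominal test concentration of 8.3 µM per compound; schedule: 10 min preincubation, 3 h with tracer, room temperature; detection: fluorescence polarization of the labelled Tn7 tracer; repeats: one replicate per compound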
DDE Tn6 FP inh: inhibitors of Tn6 peptide binding to fibrin DD(E), primary screen, biochemical, fluorescence polarization, human fibrin, Tn6 probe; hit rate 0.21% among 370,000; inhibition, % at 8.3 µM; AID 720509, 2013; Fibrin DD(E) TRITC-Tn6 fluorescence polarization displacement; Fibrinogen beta chain (Homo sapiens), P02675;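 active = inhibition above a per-campaign cutoff: mean of compounds within control limits plus 3 SD, cut at about 15% in these data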;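 also: 0% = median of all compound wells on the plate and 100% = blocking peptide control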
PLC-beta3 inh: human PLC-beta3 inhibitors, primary screen, biochemical, fluorescence; 1-phosphatidylinositol 4,5-bisphosphate phosphodiesterase beta-3 (Homo sapiens), Q01970; Purified PLC-beta3, fluorogenic substrate; inhibition, % at 12.2 µM; hit rate 0.18% among 370,000; in the data active = inhibition above about 11%;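 also: 0% = median of compound wells on plate and 100% = full blocker control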
UHRF1 MBD2 ctr: UHRF1 methylated DNA binding inhibitors, primary screen, counter-screen for MBD2 inhibitor project, biochemical, TR-FRET, human UHRF1, single concentration; UHRF1 binding to methylated oligo; hit rate 0.75% among 370,000; inhibition, % at 4.4 µM; AID 687016, 2013; E3 ubiquitin-protein ligase UHRF1 (Homo sapiens), Q96T88; in the data active = inhibition above about 21%;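 also: UHRF1 SRA domain binding a hemimethylated CpG hairpin DNA probe; 0% = median of test compound wells and 100% = reference inhibitor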
MBD2 DNA inh: inhibitors of MBD2 binding to methylated DNA, primary screen, biochemical, TR-FRET, DNA-binding domain, human | MBD2 binding to methylated oligonucleotide | inhibition, % at 4.4 µM | hit rate 0.31% among 370,000 | AID 686964, 2013; in the data active = inhibition above about 13%
ASAP1 inh: inhibitors of human ASAP1 ArfGAP activity, primary screen, biochemical, fluorescence polarization. hit rate 0.19% among 360,000. Arf-GAP with SH3 domain, ANK repeat and PH domain-containing protein 1 (Homo sapiens), …. inhibition, % at 16.5 µM. AID 624377, 2012. ASAP1-stimulated ARF1 GTP hydrolysis, GDP FP detection; in the data active = inhibition above about 25%;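 also: 0% = vehicle with enzyme and substrate and 100% = no enzyme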
ADAM17 inh: ADAM17 inhibitors, primary screen, biochemical, QFRET; Disintegrin and metalloproteinase domain-containing protein 17 (Homo sapiens), P78536; recombinant ADAM17, EDANS/DABCYL FRET peptide cleavage; inhibition, % at 6.95 µM; hit rate 0.83% among 370,000;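 active = inhibition above the mean of compounds lying between control limits plus 3 SD, set per campaign, cut at about 8.5% in these data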;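 also: 0% = DMSO-only wells as the low control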
PLC-gamma1 inh: PLC-gamma1 enzyme inhibitors, primary screen, biochemical, fluorescence, purified enzyme. 1-phosphatidylinositol 4,5-bisphosphate phosphodiesterase gamma-1 (Homo sapiens), P19174. fluorogenic substrate. inhibition, % at 12.2 µM. hit rate 0.84% among 370,000; in the data active = inhibition above about 9.5%
Target sequence (P19174 whole entry, looked up): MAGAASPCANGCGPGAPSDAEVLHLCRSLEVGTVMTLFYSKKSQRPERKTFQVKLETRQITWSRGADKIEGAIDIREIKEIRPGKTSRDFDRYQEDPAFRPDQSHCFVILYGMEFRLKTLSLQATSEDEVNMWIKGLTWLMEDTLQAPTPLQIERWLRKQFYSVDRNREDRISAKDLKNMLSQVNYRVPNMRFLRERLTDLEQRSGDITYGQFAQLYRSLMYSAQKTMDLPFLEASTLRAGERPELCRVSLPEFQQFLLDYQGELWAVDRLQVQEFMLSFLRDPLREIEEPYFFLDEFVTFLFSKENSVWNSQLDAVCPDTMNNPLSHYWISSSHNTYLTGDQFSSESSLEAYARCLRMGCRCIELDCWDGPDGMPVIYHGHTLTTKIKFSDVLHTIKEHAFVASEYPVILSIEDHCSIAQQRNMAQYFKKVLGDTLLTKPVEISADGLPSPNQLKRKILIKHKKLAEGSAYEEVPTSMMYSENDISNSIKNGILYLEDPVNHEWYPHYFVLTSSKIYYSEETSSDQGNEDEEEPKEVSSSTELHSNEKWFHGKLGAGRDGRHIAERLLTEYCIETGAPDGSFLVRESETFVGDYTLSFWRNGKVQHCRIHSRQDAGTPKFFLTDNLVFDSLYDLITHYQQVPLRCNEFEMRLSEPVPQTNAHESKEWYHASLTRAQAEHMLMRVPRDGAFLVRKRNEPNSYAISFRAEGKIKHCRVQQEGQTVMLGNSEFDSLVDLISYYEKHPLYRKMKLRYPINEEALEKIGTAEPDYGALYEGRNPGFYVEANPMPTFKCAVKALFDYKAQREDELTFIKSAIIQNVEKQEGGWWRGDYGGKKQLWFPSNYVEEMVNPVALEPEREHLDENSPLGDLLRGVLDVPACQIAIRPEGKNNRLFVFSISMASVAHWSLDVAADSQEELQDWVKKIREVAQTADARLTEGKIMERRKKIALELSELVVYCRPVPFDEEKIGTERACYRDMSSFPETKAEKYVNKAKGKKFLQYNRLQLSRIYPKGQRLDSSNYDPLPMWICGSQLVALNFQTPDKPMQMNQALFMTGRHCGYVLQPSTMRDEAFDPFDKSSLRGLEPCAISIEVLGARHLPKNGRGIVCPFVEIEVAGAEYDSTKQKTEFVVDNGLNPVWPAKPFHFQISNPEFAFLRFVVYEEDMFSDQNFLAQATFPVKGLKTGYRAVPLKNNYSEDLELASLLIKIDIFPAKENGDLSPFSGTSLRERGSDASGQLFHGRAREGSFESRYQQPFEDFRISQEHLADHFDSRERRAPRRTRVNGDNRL
Starred values were filed as active, the others as inactive; / = not tested or not shown.

1: C=C1CCC(O)C2(C)CCC3C(C)C(=O)OC3C12O (stereo unspecified)
2: Cn1c(=O)c2c(nc(SCc3cccnc3)n2Cc2ccc(F)cc2)n(C)c1=O
3: Brc1ccc(-c2csc(Nc3nc(-c4ccc(Br)cc4)cs3)n2)cc1
4: O=C(NCCO)c1cc2c(s1)CCC2
5: Cc1ccc2c(c1)N(C(C)C(=O)NCc1ccc3c(c1)OCO3)C(=O)CO2 (stereo unspecified)
6: O=C1NC(c2ccccc2)=CC(c2ccccc2)N1 (stereo unspecified)
7: CCOC(=O)C(C)Sc1nc2c(c(=O)[nH]c(=O)n2C)n1C/C=C(/C)Cl (stereo unspecified)
8: CCOc1ncccc1C(=O)OCC(=O)Nc1ccc(S(=O)(=O)N2CCOCC2)cc1

screen / no.	1	2	3	4	5	6	7	8
MBD2 DNA inh	3	1	-3	0	5	1	1	2
PLC-gamma1 inh	1	1	5	3	1	-2	5	1
ARFGAP1 inhibitor	-10	4	17	-3	5	7	7	-17
UHRF1 MBD2 ctr	-4	19	4	3	2	1	4	3
ADAM17 inh	-4	-4	-1	0	-6	-3	4	1
DDE Tn6 FP inh	-2	6	4	3	7	3	5	-7
PLC-beta3 inh	2	-3	-7	7	-10	-3	4	1
proKLK7 act	-0.8	0.6	0.1	0.4	-0.3	-0.4	0.8	-0.5
ASAP1 inh	-2	-8	16	19	1	0	3	7
DDE Tn7 FP inh	-2	1	-6	-6	1	-2	-9	-2

9: CN1C(=O)CC(N2CCN(c3ccc(Cl)c(Cl)c3)CC2)C1=O (stereo unspecified)
10: Cc1ccc(C(=O)N/C(=C/c2cccc([N+](=O)[O-])c2)C(=O)NC(C)C)cc1
11: CCOC(=O)c1c(C)[nH]c(C)c1S(=O)(=O)N(C)CC(=O)Nc1ccc(C)cn1
12: CCOC(=O)NC(=O)COC(=O)CCCSc1nc2ccccc2s1
13: NNC(=O)c1cc(S(=O)(=O)N2CCOCC2)c[nH]1
14: O=[N+]([O-])c1cc(/C=N/O)ccc1Sc1ccccc1
15: S=c1[nH]c(-c2ccccc2)cn1/N=C/c1ccc(Br)cc1
16: COc1ccc2sc(-c3ccc(SC)cc3)c(/C=C/c3ccc(OC)c(OC)c3)c2c1

screen / no.	9	10	11	12	13	14	15	16
MBD2 DNA inh	-1	4	2	-1	0	2	2	5
PLC-gamma1 inh	0	-2	-1	0	1	2	-30	-183
ARFGAP1 inhibitor	-2	4	1	3	-28	13	-8	10
UHRF1 MBD2 ctr	1	3	3	1	2	0	0	-1
ADAM17 inh	0	-1	-5	-1	-1	1	-1	-18
DDE Tn6 FP inh	5	0	4	6	-9	-2	1	0
PLC-beta3 inh	1	0	-10	2	-2	-2	-49	-199
proKLK7 act	-1.0	0.4	0.1	-0.2	0.5	-0.5	0.2	1.2
ASAP1 inh	-10	-12	12	4	-11	1	10	14
DDE Tn7 FP inh	-2	-1	6	-4	-3	-2	-4	-6

17: COc1cc(OC)c2ccc(=O)oc2c1C(CC(=O)N1CCOCC1)c1ccc(N(C)C)cc1 (stereo unspecified)
18: CCNC(=S)Nc1cc(OCC)c(NC(=O)c2ccco2)cc1OCC
19: Cn1ccsc1=NC(=O)c1ccc(S(C)(=O)=O)c([N+](=O)[O-])c1
20: O=C(Nc1ccccc1)C1=C[C@H](c2ccccc2)C[C@H](OCCCCO)O1
21: COc1ccc(Cn2cc(CN3[C@@H](CC(C)C)COc4cc(Br)ccc4S3(=O)=O)nn2)cc1
22: CC(C)NCC(O)COc1ccc(CC(N)=O)cc1 (stereo unspecified)
23: Cc1ccc(OC(C)C(=O)N2CC(=O)Nc3ccccc32)cc1 (stereo unspecified)
24: COc1cc(C(=O)Nc2ccc(S(=O)(=O)NC(C)(C)C)cc2)cc(OC)c1OC

screen / no.	17	18	19	20	21	22	23	24
MBD2 DNA inh	-2	1	-1	4	0	-5	-4	0
PLC-gamma1 inh	-19	0	3	1	4	0	-3	0
ARFGAP1 inhibitor	12	4	-10	-6	/	5	12	14
UHRF1 MBD2 ctr	1	-5	0	3	-1	1	0	-3
ADAM17 inh	-4	-2	-2	0	2	-2	-1	3
DDE Tn6 FP inh	-3	3	3	4	4	3	-7	-1
PLC-beta3 inh	-28	0	-4	-6	2	1	-4	4
proKLK7 act	2.6	-0.3	0.0	-0.2	0.0	0.0	-0.5	0.3
ASAP1 inh	8	9	-19	6	/	-1	2	-3
DDE Tn7 FP inh	-10	-1	12	0	2	0	7	-7

Brought forward from above: 2 compounds, followed by the next part.
23: Cc1ccc(OC(C)C(=O)N2CC(=O)Nc3ccccc32)cc1 (stereo unspecified)
24: COc1cc(C(=O)Nc2ccc(S(=O)(=O)NC(C)(C)C)cc2)cc(OC)c1OC
25: O=C(NCCc1ccccc1)Oc1ccc(Cl)cc1
26: O=c1c2ccccc2[nH]c(=S)n1CCCN1CCN(c2ccccc2F)CC1
27: O=C(N=C1SC2CS(=O)(=O)CC2N1c1c(Cl)cccc1Cl)C1CC1 (stereo unspecified)
28: O=C(O)/C=C\c1ccccc1Oc1cccc(Cl)c1
29: CC(C)Cn1c(=O)c(C(=O)Nc2cnccn2)c(O)c2ccccc21
30: COc1ccc2[nH]c3c(c2c1)CCN1C(=O)C(CC(=O)NCCN2CCOCC2)C[C@H](C(=O)N2CCCCC2)[C@@]31C (stereo partly specified)
31: N#CC1=C(N)c2ccccc2CC12CCCCC2
32: O=C(Oc1cccc(NC(=O)c2ccccc2Cl)c1)c1ccc([N+](=O)[O-])cc1

screen / no.	23	24	25	26	27	28	29	30	31	32
MBD2 DNA inh	-4	0	2	3	-3	1	0	0	0	-4
PLC-gamma1 inh	-3	0	0	3	0	-5	0	0	-4	3
ARFGAP1 inhibitor	12	14	-3	-10	-8	-10	3	10	9	-6
UHRF1 MBD2 ctr	0	-3	-1	2	0	-1	-1	1	4	0
ADAM17 inh	-1	3	0	2	-1	-5	-2	-3	0	6
DDE Tn6 FP inh	-7	-1	6	-2	10	6	6	6	-4	-3
PLC-beta3 inh	-4	4	-4	-2	-5	-8	-2	-1	-4	2
proKLK7 act	-0.5	0.3	-0.1	0.7	0.7	0.0	0.2	-0.6	-0.1	-0.5
ASAP1 inh	2	-3	-15	-3	-4	8	-2	2	0	-4
DDE Tn7 FP inh	7	-7	0	2	-5	5	-10	-3	-9	6

33: Cc1ccc2nsnc2c1S(=O)(=O)NCCc1c(C)[nH]c2ccc(F)cc12
34: COc1ccc(C(=O)N[C@H](C(=O)OCn2nnc3ccccc3c2=O)C(C)C)cc1
35: Cc1cc(C)cc(OCC(=O)OCC(=O)NC2CC2)c1
36: COC(=O)C1C(O)=C(C(C)=N)C(=O)CC1(C)C (stereo unspecified)
37: Cn1nc([N+](=O)[O-])nc1N1CCN(c2ccc(F)cc2)CC1
38: CCCCn1c(N)c(N(CCOC)C(=O)c2cc(S(=O)(=O)N3CCCCC3)ccc2Cl)c(=O)[nH]c1=O
39: O=C(c1ccc(-c2ccccc2)cc1)C1CCCN(Cc2ccncc2)C1 (stereo unspecified)
40: Cc1cccc(NC(=S)N=Nc2c(O)n(C)c3ccc(S(=O)(=O)N4CCOCC4)cc23)c1

screen / no.	33	34	35	36	37	38	39	40
MBD2 DNA inh	-2	3	1	9	-1	-4	-4	-2
PLC-gamma1 inh	10*	5	-1	-1	-2	-1	7	1
ARFGAP1 inhibitor	-5	2	5	11	4	9	-2	2
UHRF1 MBD2 ctr	-4	5	-2	19	-1	-1	-3	0
ADAM17 inh	7	3	-2	-4	0	-6	1	-3
DDE Tn6 FP inh	0	3	-6	-12	-2	-7	-9	1
PLC-beta3 inh	8	0	1	3	1	-7	1	4
proKLK7 act	-0.2	0.6	-0.3	0.6	0.1	-0.4	0.1	0.6
ASAP1 inh	-9	-14	-3	1	8	8	8	8
DDE Tn7 FP inh	1	-4	-1	-7	2	-1	-5	10

Record cards, as listed above:
CCCCn1c(N)c(N(CCOC)C(=O)c2cc(S(=O)(=O)N3CCCCC3)ccc2Cl)c(=O)[nH]c1=O in the list: MBD2 DNA inh = -4; PLC-gamma1 inh = -1; ARFGAP1 inhibitor = 9; UHRF1 MBD2 ctr = -1; ADAM17 inh = -6; DDE Tn6 FP inh = -7; PLC-beta3 inh = -7; proKLK7 act = -0.4; ASAP1 inh = 8; DDE Tn7 FP inh = -1
Cn1nc([N+](=O)[O-])nc1N1CCN(c2ccc(F)cc2)CC1 in the list: MBD2 DNA inh = -1; PLC-gamma1 inh = -2; ARFGAP1 inhibitor = 4; UHRF1 MBD2 ctr = -1; ADAM17 inh = 0; DDE Tn6 FP inh = -2; PLC-beta3 inh = 1; proKLK7 act = 0.1; ASAP1 inh = 8; DDE Tn7 FP inh = 2

Continuation.
41: COc1ccc(OCC(=O)Nc2ccccc2N2CCCCC2)cc1
42: COc1ccc(/C=N/Nc2nonc2N)cc1
43: O=C(CCC1CCCC1)NCCCNC(=O)CCC1CCCC1
44: CC(C)c1nnc(SCC(=O)NCc2ccco2)n1C
45: COC(=O)c1sc(NC(=O)CSc2nnnn2C)nc1C
46: N#Cc1ccsc1NC(=O)COc1ccc(-c2nnco2)cc1
47: COc1ccc(-c2nc3c4ccccc4ccn3c2Cc2ccsc2)cc1OC
48: Cc1ccccc1-n1c(SCc2cc(=O)n3ccccc3n2)nc2[nH]ncc2c1=O
49: COc1ccc(-c2nsc3c(N4CCN(C(=O)c5ccco5)CC4)ncnc23)cc1
50: Cc1cccc(NC(=O)NCC(c2ccco2)N2CCCCC2)c1 (stereo unspecified)

screen / no.	41	42	43	44	45	46	47	48	49	50
MBD2 DNA inh	0	-6	-1	-4	3	-3	12	-4	2	1
PLC-gamma1 inh	-2	-2	0	-5	2	-12	-42	-54	-21	1
ARFGAP1 inhibitor	-4	-2	7	6	-6	1	1	2	6	0
UHRF1 MBD2 ctr	-1	-4	-2	1	1	-1	21*	0	-1	0
ADAM17 inh	1	0	0	-7	-4	-4	-36	-26	-12	-4
DDE Tn6 FP inh	7	5	-1	-5	-7	5	-3	9	0	1
PLC-beta3 inh	-6	3	-2	-5	6	-13	-53	-67	-41	-4
proKLK7 act	0.6	0.0	0.6	0.2	-0.8	0.3	-6.1	1.8	-0.4	-0.9
ASAP1 inh	4	-6	10	-15	-1	8	7	-1	1	7
DDE Tn7 FP inh	1	5	-3	-2	-7	-4	4	-8	-5	-2
